High-throughput results (PubChem)
S2 tox: cell viability loss in ATXN counter-screen; S2 cells (HEK-293 line with an ATXN2-luciferase reporter) viability, CellTiter-Fluor protease fluorescence, 24 h; Potency, µM (titrated, usually from 56.7 µM), usual class: cytotoxic; 400,000 compounds, 0.49% hits; also: nearly all actives have a fitted effect of over 40% in size
TGFb SMAD3 inh: TGF-b pathway inhibition. HepG2 CAGA-GFP TGF-b/SMAD3 reporter, GFP fluorescence, 18 h; TGF-beta stimulated, 500 pg/mL final. Potency, µM (doses to about 46.1 µM), for the others: at the top dose activity, negative = inhibition, usual class: inhibitors. 410,000 compounds, 1.2% hits. AID 588855; also: % is scaled to controls: 0 for no effect and ±100 for the full control effect; nearly all actives have a fitted effect of over 65% in size
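Inhibition of TGF-beta-driven CAGA-GFP reporter expression in HEPG2 cells is measured by cellular GFP fluorescence after 18 h stimulation with 500 pg/mL recombinant TGF-beta in 1% FBS medium at 37 degrees C.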
HepG2 viability: counter-screen for TGF-b inhibitors: cytotoxicity in HepG2 cells | HepG2 CAGA-GFP viability, ATP luminescence, 18 h | 410,000 compounds, 0.76% hits | Potency, µM (series often up to 46.1 µM), for the others: at the highest dose activity change, negative = cytotoxicity, usual class: cytotoxic | AID 588856; also: some results filed as inactive show a strong effect at the top dose
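CellTiter-Glo luminescence gave cytotoxicity after 18 hours at 37 degrees C. The cells were HepG2 CAGA-GFP in 1% FBS DMEM, stimulated with 500 pg/mL TGF-beta after compound addition. %Activity was normalised to no-cell wells (complete cell-killing) and DMSO (no toxicity), and curves were fitted and classified.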
ATXN2 expr inh: inhibitors of ATXN2 expression; HEK-293 ATXN2-luciferase reporter, luminescence, 24 h; Potency, µM (top dose mostly 57 µM), for inactives: at the highest dose activity change, negative = inhibition, usual class: inhibitors; 360,000 compounds, 0.72% hits; AID 1745845; also: % is scaled to controls: 0 for no effect and ±100 for the full control effect; nearly all actives have a fitted effect of over 55% in size
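qHTS (up to 57 uM final) was run with 24 h compound exposure of reporter cells at 37 °C. Each well was multiplexed: SteadyGlo luminescence measured ATXN2-luciferase expression after a fluorogenic Gly-Phe-AFC viability readout (25 uM final).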
Nrf2 activator: Nrf2 pathway activation | 410,000 compounds, 0.31% hits | Potency, µM (series often up to 46.1 µM), inactives show at the highest dose activation, hits mostly activators | AREc32 ARE-luciferase reporter (MCF7-derived line), luminescence, 24 h; also: % of control where 0% means no effect; nearly all actives have a fitted effect of over 65% in size
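Each well held 1000 AREc32 cells, which were incubated with compound for 24 hr at 37 deg C after overnight attachment, and ARE reporter activity was quantified by firefly luciferase luminescence.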
Nrf2 inh: inhibitors of Nrf2 signaling; AID 504444; 360,000 compounds, 2.1% hits; A549 ARE-Fluc reporter, luciferase luminescence, 18-24 h; Potency, µM (top dose mostly 46 µM), for the others: at the highest dose activity change, negative = inhibition, actives largely listed as inhibitors; also: % is scaled to controls: 0 for no effect and ±100 for the full control effect; nearly all actives have a fitted effect of over 60% in size
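In this cell-based qHTS, ARE-driven firefly luciferase in A549 cells reports Nrf2 activity; the luminescent signal after BugLite lysis is the measured value, with a prior CellTiter-Fluor read for cell health.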
A549 tox: A549 cytotoxicity, counter-screen for Nrf2 inhibitors; A549 ARE-Fluc cells, CellTiter-Fluor viability, 18-24 h; Potency, µM (series often up to 46 µM), for the others: at the highest dose activity change, negative = cytotoxicity, hits mostly inhibitors; 390,000 compounds, 0.16% hits; also: % is scaled to controls: 0 for no effect and ±100 for the full control effect
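A549 ARE_Fluc cells in 5% FBS OPTI-MEM were exposed to compounds in concentration-response for 18-24 h at 37 deg C. Viability was read by CellTiter-Fluor fluorescence (Ex 405/Em 525) after 30 min, before the luciferase read.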
MCF10A rereplic: DNA re-replication induction in MCF 10a cells; MCF 10A DNA re-replication, Hoechst nuclear intensity, 48 h; Potency, µM (titrated, usually from 46.1 µM), inactives show at the highest dose activity, positive = re-replication, most hits filed as activators; 350,000 compounds, 2.9% hits; also: % of control where 0% means no effect; nearly all actives have a fitted effect of over 50% in size
EPAC2 antagonist: blocks human EPAC2 exchange factor; Q8WZA2; EPAC2 GEF exchange of Rap1B-BODIPY-GDP, fluorescence; Potency, µM (series often up to 114 µM), for inactives: at the highest dose activity, negative = inhibition, hits mostly inhibitors; 360,000 compounds, 0.18% hits; also: % is scaled to controls: 0 for no effect and ±100 for the full control effect; nearly all actives have a fitted effect of over 45% in size; many of its hits are not listed in these tables
Target sequence (Q8WZA2 whole entry, looked up): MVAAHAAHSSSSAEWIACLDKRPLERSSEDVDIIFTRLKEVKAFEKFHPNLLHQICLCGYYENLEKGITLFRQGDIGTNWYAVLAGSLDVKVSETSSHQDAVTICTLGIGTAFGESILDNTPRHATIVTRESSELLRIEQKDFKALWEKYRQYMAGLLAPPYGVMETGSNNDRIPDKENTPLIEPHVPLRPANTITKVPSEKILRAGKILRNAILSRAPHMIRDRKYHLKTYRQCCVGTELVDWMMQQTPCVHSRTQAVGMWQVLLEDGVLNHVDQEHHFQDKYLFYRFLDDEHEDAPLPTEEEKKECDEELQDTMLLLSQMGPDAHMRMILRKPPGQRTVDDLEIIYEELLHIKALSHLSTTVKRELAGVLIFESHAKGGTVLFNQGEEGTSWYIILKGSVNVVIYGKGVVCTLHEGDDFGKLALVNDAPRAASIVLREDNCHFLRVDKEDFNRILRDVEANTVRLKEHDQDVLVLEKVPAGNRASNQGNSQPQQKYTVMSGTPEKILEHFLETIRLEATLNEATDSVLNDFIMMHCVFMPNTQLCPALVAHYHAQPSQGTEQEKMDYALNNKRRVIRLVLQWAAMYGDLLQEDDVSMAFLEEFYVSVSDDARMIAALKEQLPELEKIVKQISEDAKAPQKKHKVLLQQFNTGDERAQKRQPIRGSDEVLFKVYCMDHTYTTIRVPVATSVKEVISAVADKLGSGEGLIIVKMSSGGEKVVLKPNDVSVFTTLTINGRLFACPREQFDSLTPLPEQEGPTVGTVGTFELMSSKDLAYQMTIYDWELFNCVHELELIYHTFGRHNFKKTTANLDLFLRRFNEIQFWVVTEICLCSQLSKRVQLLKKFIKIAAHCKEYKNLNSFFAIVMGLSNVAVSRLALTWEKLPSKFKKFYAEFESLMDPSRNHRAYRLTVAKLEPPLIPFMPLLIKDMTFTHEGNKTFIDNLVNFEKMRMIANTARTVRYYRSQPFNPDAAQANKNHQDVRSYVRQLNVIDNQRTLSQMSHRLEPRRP
Numbers without * were called inactive; i = inactive; ? = inconclusive; . = no result given; ! = not confirmed by another sample; [ ] = remark or other dose. Calls follow the shape of the dose curve; as a rule, active = well fitted curve in the direction sought with a large enough effect; inconclusive = small, poorly fitted or top-dose-only effect, or another doubt; inactive = no such curve, though single readings can be large; an effect the other way counts as inactive or inconclusive. Potency is read from the fitted curve at half-maximal effect. An excerpt; rates above refer to the full screens.

canonical_smiles | S2 tox | TGFb SMAD3 inh | HepG2 viability | ATXN2 expr inh | Nrf2 activator | Nrf2 inh | A549 tox | MCF10A rereplic | EPAC2 antagonist
CC(=O)Nc1sc(/C(C#N)=C\c2cccc(Cl)c2)nc1-c1ccc(C)cc1 | . | 63%[activator] | -22% | -7% | 0.1%[9.22 µM] | -26% | ? | ? | 6%
Cc1ccc(C(=O)Nc2ccccc2)cc1S(=O)(=O)N1CCN(C)CC1 | i | -12% | -11% | 50%[activator] | 3.7% | -11% | -1% | 28% | 3%
COc1ccc(C(CNc2ccc(S(=O)(=O)N3CCCC3)cc2[N+](=O)[O-])N2CCCC2)cc1 (configuration not stated) | i | -7% | -45% | -13% | 0.2% | -17% | 1% | -2% | 5%
Cc1cccc(N(C)S(=O)(=O)c2c(C)[nH]c(C)c2C(=O)N2CCCC2)c1 | i | 1% | 2% | -1% | 0.1% | -2% | 8% | 0% | 2%
Cc1cc(N/N=C\c2ccccc2)nc(-c2ccccc2O)n1 | i | ? | -22% | 15% | 12% | 18% | 7% | ? | -19%
O=C(NCc1ccncc1)Nc1ccc(Cl)cc1Cl | i | 26% | -7% | -2% | 0.2% | -21% | -3% | 0% | -3%
CC1(C)Cc2nc(-c3ccccc3)nc(NNC(=O)c3ccco3)c2CO1 | i | 27% | -13% | -10% | 13% | -3% | 0% | -1% | -2%
O=C(O)c1ccccc1NS(=O)(=O)c1ccc2c(c1)OCCO2 | i | -2% | 7% | 10% | -0.6% | 9% | -1% | 1% | 4%
CCC1NC(=O)c2cccnc2-n2c1nc1ccc(F)cc1c2=O (configuration not stated) | i | 8% | -12% | 2% | 0.0% | . | . | . | 0%
Cc1ccc(O)c(C(=O)c2cnc3c(c2)c(C)nn3C)c1 | i | 0% | -4% | -11% | 1.9% | 2% | 1% | 9% | -5%
Cn1c(=O)n(C)c2cc(CNCc3ccc(C(=O)O)cc3)ccc21 | i | 15% | -32% | 5% | -0.2% | . | 11% | . | .
COc1ccc(-c2c(C)nn3c(C(F)(F)F)cc(-c4ccccc4)nc23)cc1OC | . | 5% | 2% | . | 0.0% | 1% | -5% | . | .
C=CCn1c(SCC(=O)Nc2cc(C)on2)nc2c([nH]c3ccccc32)c1=O | i | -1% | -6% | -27% | 16% | -4% | 2% | ? | 13%
COc1ccc(-n2nnnc2SCC(=O)N2C(C)CCCC2C)c(OC)c1 (configuration not stated) | i | -23% | -15% | -11% | -0.6% | 0% | -3% | ? | 2%
Cc1ccc2c(Cl)c(C(=O)Nc3ccc4c(c3)OCO4)sc2c1 | i | 6% | 4% | 46%[activator] | 0.0% | 3% | 0% | ? | 1%
O=C(NC1CCCCC1)C(c1ccco1)N(Cc1ccco1)C(=O)c1ccco1 (configuration not stated) | i | -3% | -1% | -6% | -0.7% | -10% | 5%[1.84 µM] | 0% | 15%
Cc1c(Cl)cccc1Nc1nc(N)nc(CSC(=S)N2CCOCC2)n1 | i | 4% | -2% | 23%[11.3 µM] | 3.6% | -2% | -4% | 4% | -8%
CC(Sc1ccccc1)C(=O)NCC(c1ccco1)N1CCCCC1 (configuration not stated) | i | -2% | 1% | 0% | 0.2% | -4% | -2% | 5% | -24%
CC(=O)Nc1cc2c(cc1C(=O)c1ccc(C)cc1)OCCO2 | i | -8% | -2% | -10% | -0.2% | -8% | -11% | ? | 4%
CC(C)(c1ccccc1)c1ccc(OCCn2cnc3ccccc3c2=O)cc1 | i | -24% | -18% | 34% | 0.5% | ? | 2% | ? | -4%
CCOc1ccc(N2C(=O)CC(Cc3ccccc3OC)C2=O)cc1 (configuration not stated) | i | 2% | -9% | 0% | 0.0% | 7% | -2% | ? | 2%
CCCCCC#CCN1CCN(C23CC4CC(CC(C4)C2)C3)CC1 | i | -12% | -26% | . | -0.2% | 11% | 0% | 1% | 4%
O=C(O)COc1ccccc1/C=N/NC(=O)CN1CCN(Cc2ccc(Cl)cc2)CC1 | i | -12% | -6% | 5% | -1.2% | 4% | -3% | -2% | 7%
Cn1cnnc1Sc1ccc(CN2CCN(C3CCCC3)C(CCO)C2)o1 (configuration not stated) | i | -8% | 3% | 4% | 0.5% | 12% | 2% | 1% | 2%
O=C(O)COc1cccc2nsnc12 | i | 0% | -4% | -1% | 3.2% | -22% | -16% | 2% | -3%
O=C([O-])c1cc(-c2ccccc2)cc(-c2ccccc2)[n+]1CCc1ccc(Cl)cc1 | ? | ? | -39% | -27% | 7.6% | -12% | 0% | -14% | -7%
COc1ccccc1N(CC(O)Cn1c2ccccc2c2ccccc21)S(=O)(=O)c1ccccc1 (configuration not stated) | ? | ? | -33% | -46% | 4.6% | -10% | -1% | 8% | -5%
CC1(C)NC(=O)N(CCCCOc2ccc3c(c2)CCC3)C1=O | i | -26% | -17% | -4% | -0.2% | ? | -23% | 12% | -3%
Cc1occc1-c1nnc(SCC(=O)NCc2ccco2)n1CC(C)C | i | 4% | -5% | -12% | 0.5% | -8% | 2% | 14% | -2%
CCCC/C=C/[C@H](c1ccccc1)[C@H](CO)Cc1ccc2ccccc2c1 | . | -3% | -24% | . | . | 19% | 7% | . | .
CCCCn1cnc2sc(-c3ccccc3)cc2c1=O | i | -10% | -21% | 121%[activator] | 0.3% | ? | -12% | 25% | 10%
COc1ccc(C=NNC(=O)c2ccccc2OCc2ccc(F)cc2)c(OC)c1 | i | 3% | 7% | 3% | 0.0% | ? | 3% | 2% | 17%
COc1ccccc1NC(=O)CN1CCN(CC(=O)Nc2ccc(S(N)(=O)=O)cc2)CC1 | i | -6% | -1% | . | -0.6% | ? | -8% | -2% | -2%
COc1ccc(OCc2csc(N)n2)cc1 | i | -21% | 3% | 13% | -0.1% | ? | -1% | 1% | -12%
COc1ccc(CCNC(=O)CN2C(=O)NC3(CCOc4ccccc43)C2=O)cc1 (configuration not stated) | i | 3% | 3% | 11% | -0.6% | 5% | -2% | 23% | -5%
S=C(NCCc1ccccc1)N/N=C/c1c(Cl)cccc1Cl | i | ? | 16% | 4% | 2.1% | 5% | 15% | ? | -2%
CCOc1ccc2c(c1)c(=O)c(C(=O)c1ccccc1)cn2Cc1ccccc1 | i | -21% | -27% | -22% | 5.9% | ? | -2% | . | .
CCN(C(=O)CN1CCCCC1)C1(C)C(=O)c2ccccc2C1=O | i | 3% | 6% | -20% | -0.5% | -4% | -7% | 2% | 0%
COc1ccc(NS(=O)(=O)c2cc(NC(=O)c3cccnc3Cl)ccc2N2CCCC2)cc1 | ? | -30% | -7% | . | 0.2% | -21% | -3% | ? | -3%
COc1cc(CNC[C@H]2O[C@@H](n3ccc(N)nc3=O)[C@H](O)[C@@H]2O)ccc1OCc1ccc(C)cc1 | i | -9% | -16% | 8% | 2.6% | . | . | . | 8%
COc1ccc(S(=O)(=O)N(C)CC(=O)NCCc2ccccc2)cc1OC | i | 2% | 0% | 6% | 0.4% | -17% | 2% | 4% | 0%
CCC1CC2(C)NC(=O)c3c(sc4c3CC(C)(C)OC4)N2C1=O (configuration not stated) | i | -6% | -2% | 2% | 2.4% | -21% | -1% | 8% | 4%
CCOC(=O)c1ccc(Cl)c(NC(=O)c2ccc(-c3ccccc3)cc2)c1 | ? | 3% | -14% | ? | -0.2% | -13% | -17% | 3.7µM* | 0%
COc1ccc(-c2c(C#N)sc(C(N)=O)c2-c2ccc(OC)cc2)cc1 | i | ? | -26% | . | 0.7% | 2% | ? | 16% | -8%
Cc1ccc(Cl)cc1N1CCN(C(=O)c2c(C)oc3ncnc(N4CCOCC4)c23)CC1 | . | ? | -20% | . | 0.4% | 30% | 0% | . | .
COc1ccc(CN2C(=O)c3cccnc3C2Nc2cc(Cl)c(OC)cc2OC)cc1 (configuration not stated) | i | 1% | 5% | -15% | 0.1% | -4% | 0% | -2% | 9%
COC(=O)Cc1ccc(NC(=S)N2CCCC(C)C2)cc1 (configuration not stated) | i | -15% | -12% | -14% | -0.3% | 1% | 0% | -2% | 4%
CCC(C)(C)NC(=O)c1ccc2c(c1)N(CC(=O)N1CCCC1)C(=O)C(C)(C)O2 | i | -8% | 3% | -1% | 0.5% | 1% | 0% | -2% | -3%
COc1cccc(-c2csc3ncnc(Sc4nnnn4C)c23)c1 | ? | ? | 10% | ? | ? | 26µM*! | ? | ? | 1%
CC(=O)c1ccc(N2CCN(c3ccc(S(=O)(=O)NCCCN(C)C)cc3[N+](=O)[O-])CC2)cc1 | i | ? | -60% | . | 2.7% | 3% | 0% | ? | 6%
O=c1cc(-c2ccc(Cl)c(Cl)c2)[nH][nH]1 | i | 7% | -5% | -26% | 4.3% | 25% | 3% | 18% | 9%
CC(C)CCNC(=O)C1CCC(CNc2c(N3CCC(C)CC3)c(=O)c2=O)CC1 (configuration not stated) | ? | 7% | 9% | -3% | 0.6% | 3% | 0% | -2% | 8%
Nc1ccc(/C=C/C(=O)c2cccs2)cc1 | . | 0% | -9% | 85%[activator] | ? | ? | -1% | 13% | 17%
CCN(Cc1ccccc1)c1ccc(N=Nc2nn(C)c(C)c2[N+](=O)[O-])cc1 | ? | 11% | 3% | 63%[activator] | 4.1% | -25% | 16µM* | 0% | -5%
CCN1C(=O)[C@H]2[C@@H](c3ccc(-c4ccccc4)cc3)N[C@@](C)(C(=O)OC)[C@H]2C1=O | i | ? | 14% | 4% | 0.2% | 4% | -1% | -1% | 19%

In the list so far, two have two or more sulfur atoms:
canonical_smiles | S2 tox | TGFb SMAD3 inh | HepG2 viability | ATXN2 expr inh | Nrf2 activator | Nrf2 inh | A549 tox | MCF10A rereplic | EPAC2 antagonist
Cc1c(Cl)cccc1Nc1nc(N)nc(CSC(=S)N2CCOCC2)n1 | i | 4% | -2% | 23%[11.3 µM] | 3.6% | -2% | -4% | 4% | -8%
COc1cccc(-c2csc3ncnc(Sc4nnnn4C)c23)c1 | ? | ? | 10% | ? | ? | 26µM*! | ? | ? | 1%

No new results follow: an excerpt of the list.
canonical_smiles | S2 tox | TGFb SMAD3 inh | HepG2 viability | ATXN2 expr inh | Nrf2 activator | Nrf2 inh | A549 tox | MCF10A rereplic | EPAC2 antagonist
CC(=O)c1ccc(N2CCN(c3ccc(S(=O)(=O)NCCCN(C)C)cc3[N+](=O)[O-])CC2)cc1 | i | ? | -60% | . | 2.7% | 3% | 0% | ? | 6%
O=c1cc(-c2ccc(Cl)c(Cl)c2)[nH][nH]1 | i | 7% | -5% | -26% | 4.3% | 25% | 3% | 18% | 9%
